Source: PubChem
PNC inhibitor = inhibitors of perinucleolar compartment assembly; PC3M PTB-GFP, PNC prevalence imaging, 16 h; hits give low values; activity change (PNC), negative = inhibition, % at 10 µM; 140,000 compounds, 3.1% hits; AID 2417;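 active means readout at or below -70, meaning at least 70% loss of cells showing the perinucleolar compartment, a nuclear body marking cancer cells; inconclusive means readout between -30 and a set limit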;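 further: plate controls were DMSO wells for no effect and camptothecin positive control wells for full effect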
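Read-out is percentage of cells bearing a perinucleolar compartment, from automated 20x imaging of fixed, Hoechst-stained PC3M PTB-GFP cells. Cells were seeded 4 h, then exposed 16 h to compound (23 nl of library stock) in duplicate plates.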
ALOX12 inhib = 12-hLO (ALOX12) enzyme inhibition; P18054; purified 12-hLO, xylenol orange hydroperoxide absorbance; Potency, µM (highest dose often 57.1 µM), inactives show at the top dose activity change, negative = inhibition, usual class: inhibitors; 150,000 compounds, 0.12% hits; AID 1452; further: potency means the concentration at half of the fitted maximal effect; nearly all actives have a fitted effect of over 55% in size; many of its hits are not listed in these tables
Target sequence (P18054 whole entry, looked up): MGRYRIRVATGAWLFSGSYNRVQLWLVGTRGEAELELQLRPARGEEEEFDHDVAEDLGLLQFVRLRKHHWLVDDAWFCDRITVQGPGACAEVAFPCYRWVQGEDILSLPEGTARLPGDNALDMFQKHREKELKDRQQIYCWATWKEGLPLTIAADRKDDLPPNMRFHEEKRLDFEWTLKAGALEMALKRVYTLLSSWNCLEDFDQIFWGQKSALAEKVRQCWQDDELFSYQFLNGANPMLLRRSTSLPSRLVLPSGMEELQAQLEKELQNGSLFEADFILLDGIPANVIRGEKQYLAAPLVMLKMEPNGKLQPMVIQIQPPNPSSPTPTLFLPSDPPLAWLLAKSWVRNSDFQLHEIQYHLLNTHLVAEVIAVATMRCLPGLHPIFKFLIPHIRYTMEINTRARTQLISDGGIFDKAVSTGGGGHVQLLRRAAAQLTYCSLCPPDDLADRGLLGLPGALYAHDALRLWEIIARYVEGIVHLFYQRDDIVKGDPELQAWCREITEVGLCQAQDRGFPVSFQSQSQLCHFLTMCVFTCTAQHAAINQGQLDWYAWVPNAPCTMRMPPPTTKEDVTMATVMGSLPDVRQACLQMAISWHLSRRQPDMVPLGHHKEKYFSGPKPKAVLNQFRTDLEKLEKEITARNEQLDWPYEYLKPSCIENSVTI
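Purified human 12hLO (150 nM), preincubated 15 min with compound, then 40 uM arachidonic acid for 30 min, room temperature, Hepes pH 7.0 with 0.01% Triton X-100. Hydroperoxide detected by ferrous iron/xylenol orange; 573/405 nm absorbance ratio gives reaction progress.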
15-hLO-2 inh = 15-hLO-2 (ALOX15B) enzyme inhibition; O15296; purified 15hLO-2, xylenol orange hydroperoxide absorbance; Potency, µM (titrated, usually from 57.1 µM), without a hit: at the highest dose activity change, negative = inhibition, hits mostly inhibitors; 110,000 compounds, 0.56% hits; AID 881; further: potency means the concentration at half of the fitted maximal effect; nearly all actives have a fitted effect of over 60% in size; many of its hits are not listed in these tables
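Enzyme 50 nM, AA 45 uM, 25 mM Hepes pH 7.5 + 0.01% Triton X-100; cpd preinc 15 min RT, rxn 90 min RT; stop/detect with 200 uM XO + 300 uM Fe(II) in 50 mM H2SO4, 30 min; A573/A405.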
IMPase inh = membrane-permeable compound that blocks inositol monophosphatase; AID 901; CHO-M1 cells, IP1 accumulation, HTRF TR-FRET ratio; P97697; inhibition (IP1 accumulation), % at 46.1 µM; 120,000 tested, under 10 active; active means well fitted curve in the direction sought with a large enough effect in the signal ratio, not every such curve was filed as active; inconclusive means small, poorly fitted or top-dose-only effect, or a change in a side signal; inactive means no such curve, though single readings can be large or run the other way; the % refers to the signal ratio;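 further: cells stimulated with carbachol in lithium chloride buffer; plate controls were DMSO basal wells for no effect and reference inhibitor wells for full effect; higher means more IMPase inhibition seen as more IP1 and lower FRET ratio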
Target sequence (P97697 whole entry, looked up): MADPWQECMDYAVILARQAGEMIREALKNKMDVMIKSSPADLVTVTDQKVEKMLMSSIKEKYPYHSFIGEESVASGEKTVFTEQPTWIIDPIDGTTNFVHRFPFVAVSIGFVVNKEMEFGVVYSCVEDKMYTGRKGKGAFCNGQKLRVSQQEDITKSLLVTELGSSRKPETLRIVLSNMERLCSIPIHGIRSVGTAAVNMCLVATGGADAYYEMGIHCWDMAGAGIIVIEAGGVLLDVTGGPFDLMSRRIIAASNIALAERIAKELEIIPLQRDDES
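CHO-M1, 2000 cells/well, cultured 16–30 h; cpd up to 46 uM; carbachol (50 uM solution, stimulation buffer w/ 50 mM LiCl, pH 7.4), 30 min 37C; IP-One TR-FRET, 10 min RT; Ex 320/Em 665, 620; Hill-fit AC50.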
* = called active by the depositor; ? = inconclusive; / = no result given; & = joins results of further samples; [ ] = another dose, or the depositor's remark. Unless noted, the call rests on the fitted dose curve; in most records, active means well fitted curve in the direction sought with a large enough effect; inconclusive means small, poorly fitted or top-dose-only effect, or another doubt; inactive means no such curve, though single readings can be large; an effect the other way counts as inactive or inconclusive. Unless noted, on the % scale 0 is the no-effect control and ±100 the full control effect. A portion of the library (hit frequency here may not be typical).

no.	compound	ALOX12 inhib	IMPase inh
1	CCOC(=O)c1ccc(-n2c(O)c(/C=N/NC(=O)C3COc4ccccc4O3)c3ccccc3c2=O)cc1 (stereo not given)	-4%	-1
2	O=c1c2ccccc2c(-c2ccccc2)nn1Cc1c(Cl)cccc1Cl	-5%	5
3	OC(COCc1cccs1)CN1CCN(c2cccc(C(F)(F)F)c2)CC1 (stereo not given)	2%	1
4	CCSc1nnc(-c2cccs2)o1	-6%	2
5	COc1ccc(C2(CNC(=O)c3ccc(Br)o3)CCOCC2)cc1	-6%	-4
6	CCOC(=O)C1=C(C)N(C)C(=S)NC1c1ccccc1Cl (stereo not given)	?	11
7	CCOc1ccc(NC(=O)CSc2nnc(COc3c(C)cccc3C)o2)cc1	0%	2
8	COc1cc(O)c(C(C)=O)cc1OC	5%	?
9	CCN(CC)S(=O)(=O)c1cccc(-c2nnc(SCCOc3ccccc3C)o2)c1	1%	7
10	CCCc1cc(=O)oc2cc(C)c3c(C)coc3c12	-7%	11
11	O=C(CC1(O)C(=O)N(CCc2ccccc2)c2ccccc21)c1ccco1 (stereo not given)	-4%	6
12	CCS(=O)(=O)N1Cc2ccccc2CC1C(=O)Nc1nnc(SCc2ccc(F)cc2)s1 (stereo not given)	4%	/
13	Cc1ccc(C)n1-c1sc2c(c1C#N)CCC(C)C2 (stereo not given)	?	6
14	C/C(=N/NC(=O)c1ccoc1C)c1cccc(NC(=O)C2CC2)c1	1%	/
15	COC(=O)c1c(-n2cnnn2)sc(C)c1C	-2%	11

no.	15-hLO-2 inh	PNC inhibitor
1	/	42
2	-7%	?
3	/	?
4	4%[2.29 µM]	-20
5	-2%	-24
6	?	6
7	/	19
8	/	31
9	-2%	10
10	-1%	-17
11	-9%	?
12	/	-9
13	-12%	-9
14	/	?
15	-6%	?

Following part
no.	compound	ALOX12 inhib	IMPase inh
16	CCSc1nsc(SCC)c1C(N)=O	1%	15
17	Cc1cccc2cc(CN(CC3CCCO3)C(=O)c3cnccn3)c(=O)[nH]c12 (stereo not given)	3%	5
18	O=C(Nc1nc2c(s1)CCc1ccccc1-2)c1ccco1	0%	4
19	Cc1nc2ccc(S(=O)(=O)NCC(=O)N3CCC(C)CC3)cc2s1	1%	-9
20	C/C(CC(=O)Nc1ccccc1Br)=N\NC(=O)C(=O)N1CCCC1	-1%	12
21	CC(=O)Nc1ccc(NC(=S)NC(=O)c2cc3ccccc3o2)cc1	-1%	/
22	O=C(N/N=C1\CCCc2ccccc21)c1ccc([N+](=O)[O-])cc1Cl	-3%	0
23	CS(=O)(=O)N(CC(=O)NCc1ccc2c(c1)OCO2)c1ccccc1	0%	-10[1.84 µM]
24	CCC(C(=O)OCCN(CC)CC)c1ccccc1 (stereo not given)	-1%	/
25	OC(COCC1COc2ccccc2O1)CN1CCCCC1 (stereo not given)	-4%	10
26	Cc1cccc(CN2CCN(CC(=O)O)C2=O)c1	-15%	?
27	COc1ccc2c(c1OC)C(=O)O[C@H]2C1c2c(cc3c(c2OC)OCO3)CCN1C (stereo not given in full)	-1%&3%	0
28	CCCCN(CCCC)C(=O)c1cc(Cl)ccc1[N+](=O)[O-]	0%	/
29	O=C(c1ccc(N2CCN(CCO)CC2)nc1)N1CCOCC1	1%	/
30	CN(C)c1ccc(C2CC(=O)NC3=C2C(=O)CC(C)(C)C3)cc1 (stereo not given)	-4%	3

no.	15-hLO-2 inh	PNC inhibitor
16	-6%	77
17	-1%	32
18	-2%	30
19	0%	1
20	3%	?
21	/	6
22	2%	41
23	-7%[11.4 µM]	?
24	/	63
25	/	?
26	3%	0
27	3%&1%	/
28	/	-13
29	/	3
30	-2%	7

(next part)
no.	compound	ALOX12 inhib	IMPase inh
31	COCCn1c(=O)cnc2cnc(N3CCNCC3)nc21	7%	/
32	COc1cccc(C(c2sc3ncnn3c2O)N2CCc3ccccc3C2)c1 (stereo not given)	5%	-5
33	CC1=CC[C@@]23CCCN2C(=O)CCC[C@H]3C1	0%[0.00818 µM]	/
34	COc1ccc(C(=N/O)/C(=N/O)c2ccc(OC)cc2)cc1	-11%	9
35	COc1cccc(CNC(=O)C2CCCN(S(C)(=O)=O)C2)c1 (stereo not given)	3%	3
36	Cc1cc(C)c(S(=O)(=O)c2ccccc2C)c(Cl)n1	2%	7
37	COC(=O)[C@@]1(Cc2ccc(F)cc2)[C@@H]2C(=CC(=O)[C@H]2CC(=O)C(=O)N2CCCC2)CN1C(=O)c1ccccc1	1%	/
38	CNC(=O)c1ccccc1	3%	/
39	CS(=O)(=O)N(CC(=O)NCc1ccco1)c1ccccc1Cl	-2%	0
40	Cc1ccc(C)c(OCC(O)CN2C(C)CCCC2C)c1 (stereo not given)	0%	5
41	CCOC(=O)c1c(C)[nH]c(C)c1C(=O)CN1C(=O)NC(CC(C)C)C1=O (stereo not given)	-1%	-3
42	CC1(C)CC(=O)C=C(N2CCN(C3=CC(=O)CC(C)(C)C3)CC2)C1	-7%	3
43	CCC(=O)N1CCc2cc(S(=O)(=O)CCC(=O)NCc3cccs3)ccc21	4%	-5
44	CCOC(=O)N1CCN(C(=O)c2ccc3c(=O)n(Cc4ccc(Cl)cc4)c(=S)[nH]c3c2)CC1	-10%	-4
45	C=CCn1c(-c2sccc2C)n[nH]c1=S	-2%	/

no.	15-hLO-2 inh	PNC inhibitor
31	-5%	/
32	/	9
33	0%[0.0915 µM]	/
34	-4%	9
35	-2%	-23
36	/	42
37	3%	/
38	-5%	/
39	-3%	-5
40	3%[2.29 µM]	?
41	2%	-94*
42	2%	?
43	-2%	54
44	-8%	16
45	/	21

For reference, part of the list above.
no.	compound	ALOX12 inhib	IMPase inh
15	COC(=O)c1c(-n2cnnn2)sc(C)c1C	-2%	11
16	CCSc1nsc(SCC)c1C(N)=O	1%	15
17	Cc1cccc2cc(CN(CC3CCCO3)C(=O)c3cnccn3)c(=O)[nH]c12 (stereo not given)	3%	5
18	O=C(Nc1nc2c(s1)CCc1ccccc1-2)c1ccco1	0%	4
19	Cc1nc2ccc(S(=O)(=O)NCC(=O)N3CCC(C)CC3)cc2s1	1%	-9
20	C/C(CC(=O)Nc1ccccc1Br)=N\NC(=O)C(=O)N1CCCC1	-1%	12
21	CC(=O)Nc1ccc(NC(=S)NC(=O)c2cc3ccccc3o2)cc1	-1%	/
22	O=C(N/N=C1\CCCc2ccccc21)c1ccc([N+](=O)[O-])cc1Cl	-3%	0
23	CS(=O)(=O)N(CC(=O)NCc1ccc2c(c1)OCO2)c1ccccc1	0%	-10[1.84 µM]
24	CCC(C(=O)OCCN(CC)CC)c1ccccc1 (stereo not given)	-1%	/
25	OC(COCC1COc2ccccc2O1)CN1CCCCC1 (stereo not given)	-4%	10
26	Cc1cccc(CN2CCN(CC(=O)O)C2=O)c1	-15%	?

no.	15-hLO-2 inh	PNC inhibitor
15	-6%	?
16	-6%	77
17	-1%	32
18	-2%	30
19	0%	1
20	3%	?
21	/	6
22	2%	41
23	-7%[11.4 µM]	?
24	/	63
25	/	?
26	3%	0

Further compounds
no.	compound	ALOX12 inhib	IMPase inh
46	Nc1nc(NCc2ccccc2)nc(Nc2cccc(F)c2)c1[N+](=O)[O-]	7%	11
47	CC1(C)Cc2nc3nc(SCC(=O)NCCc4ccccc4)n(-c4ccccc4)c(=O)c3cc2CO1	-2%	4
48	COc1ccc(N2CCN(/C(=N\S(=O)(=O)c3ccccc3)Nc3nc(C)cc(C)n3)CC2)cc1	-4%	9
49	O=S(=O)(NCC1CCCO1)c1ccc(S(=O)(=O)N(Cc2ccc(F)cc2)Cc2ccco2)cc1 (stereo not given)	2%	/
50	O=S(=O)(c1ccccc1)c1ccc(NCc2ccco2)cc1	-8%	4
51	Cc1nn(Cc2ccc(F)cc2)c2sc(C(=O)Nc3ccc(N4CCOCC4)cc3N3CCOCC3)cc12	3%	/
52	O=C1C2C3C=CC(C3)C2C(=O)N1CC1CCCO1 (stereo not given)	-1%	2
53	CCN1C(=O)C(CC(=O)Nc2ccc(OC)cc2)N(Cc2cccnc2)C1=S (stereo not given)	0%	4
54	O=[N+]([O-])c1cc(-c2nc3nc4ccccc4nc3n2CCc2ccccc2)cc([N+](=O)[O-])c1	-2%	/
55	COc1cccc2cc(C(=O)N3CCN(C/C=C/c4ccccc4)CC3)c(=O)oc12	3%	0
56	O=C(NCCCN1CCOCC1)NC12CC3CC(CC(C3)C1)C2	-1%	-10
57	Cc1nnc(SCC(=O)Nc2ncc3c(n2)CC(C)(C)CC3=O)s1	0%	-2
58	Cc1cc(=O)oc2ccc(OCC(=O)O)cc12	6%	-3
59	Cn1cccc1C(=O)OCC(=O)Nc1ccc2c(c1)CCC2	-5%	6
60	COc1ccc(C(=O)O/N=C(\C)c2ccccc2)cc1	-4%	-12

no.	15-hLO-2 inh	PNC inhibitor
46	/	13
47	-7%	36
48	5%	-5
49	/	?
50	-5%	16
51	/	12
52	1%	-29
53	0%	20
54	/	14
55	-2%	-2
56	-2%	?
57	1%	36
58	14%	56
59	5%	-17
60	3%	?

New compounds follow.
no.	compound	ALOX12 inhib	IMPase inh
61	N#C/C=C1\n2c(nc3ccccc32)OC12CCCCC2	-4%	4
62	CCOC(=O)C1CCN(C(=O)c2ccc(Cl)c(S(=O)(=O)N3CCOCC3)c2)CC1	-2%	-3
63	Cc1ccc(-c2cc(C(=O)O)c3cc(Br)ccc3n2)o1	-1%	/
64	COc1ccc(CCNC(N)=S)cc1OC	0%	/
65	S=c1[nH]cc(-c2ccccc2)n1-c1cccc(Cl)c1	-11%	/
66	COc1ccc([N+](=O)[O-])cc1NC(=O)C(C)N(C)Cc1cccc(OC)c1OC (stereo not given)	-3%	-4
67	c1ccc2cc(OCc3nc4ccccc4[nH]3)ccc2c1	-7%	-1
68	C=CCOCCN1C(=O)C2C(c3ccccc3)C=CC(c3ccccc3)C2C1=O (stereo not given)	-17%	14
69	O=C(NCC1CCCO1)c1ccc(S(=O)(=O)N2CCCCC2)cc1 (stereo not given)	2%	-1
70	O=C(CCC1CCCCC1)Nc1ccc(S(=O)(=O)Nc2nccs2)cc1	-4%	-7
71	CSc1ccccc1NC(=O)c1cccnc1	1%	6
72	CCn1c(SCC(=O)Nc2nccs2)nnc1-c1ccc(S(=O)(=O)N2CCCCCC2)cc1	-2%	?
73	COc1ccc(-c2cc(C(F)(F)F)nc(SCC(=O)Nc3cc(C)on3)n2)cc1OC	-5%	4
74	Oc1cccc(C=NCc2ccccc2)c1O	-24%	7
75	CCc1ccc(NC(=O)C(CC)Sc2nc3cc4c(cc3c(=O)n2Cc2ccco2)OCO4)cc1 (stereo not given)	2%	-5
76	Cc1ccc(NC(=S)NCC2CCCO2)c(OC(F)F)c1 (stereo not given)	-3%	-12

no.	15-hLO-2 inh	PNC inhibitor
61	-5%	24
62	-10%	-5
63	/	-28
64	/	-8
65	/	21
66	/	-29
67	/	-26
68	-14%	?
69	4%	19
70	-4%	7
71	-6%	31
72	-9%	9
73	1%	-19
74	?	-7
75	-21%	-17
76	/	?
